Screens from PubChem BioAssay.
IDE cell activ – IDE (human) activation, cell-based; P14735; HEK cells, FAbeta-B cleavage, fluorescence polarization; 0% vehicle, 100% cell-free pure enzyme wells; activation, % at 5.96 µM; 340,000 tested, 0.073% active; AID 493087;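 active = activation above the mean of all tested compounds plus 3 SD, set per screening campaign, cut at about 17% in these data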
IMP-1 inhibitor – blocks Pseudomonas aeruginosa IMP-1 metallo-beta-lactamase. inhibition, % at 5.6 µM. purified IMP-1, nitrocefin hydrolysis, epi-absorbance fluorescence. 290,000 tested, 0.45% active;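 active = inhibition above the mean plus 3 SD of all compounds in the same screening run, cut at about 4.5% in these data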;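 also: 0% = IMP-1 with DMSO and 100% = DMSO wells lacking enzyme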
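Assay system: purified recombinant IMP-1 beta-lactamase. Input: IMP-1 0.2 nM before substrate addition. Buffer or medium: Zinc- and detergent-supplemented HEPES buffer, pH 7.1. Schedule: 25 °C, 15 min preincubation, 25 min reaction. Signal: Epi-absorbance fluorescence, 480 nm excitation, 530 nm emission. Evaluation: percent inhibition from optical density relative to buffer-blank wells.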
GPR7 antagonist – blocks human GPR7 receptor signaling | P48145 | GPR7-expressing cells, fluorescence antagonist assay | inhibition, % at 4.4 µM | 290,000 tested, 1.1% active; in the data active = inhibition above about 16%, passing the limit was not always enough;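 also: cells stimulated with the agonist NPW; 0% = agonist with vehicle and 100% = vehicle without agonist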
Target sequence (P48145 whole entry, looked up): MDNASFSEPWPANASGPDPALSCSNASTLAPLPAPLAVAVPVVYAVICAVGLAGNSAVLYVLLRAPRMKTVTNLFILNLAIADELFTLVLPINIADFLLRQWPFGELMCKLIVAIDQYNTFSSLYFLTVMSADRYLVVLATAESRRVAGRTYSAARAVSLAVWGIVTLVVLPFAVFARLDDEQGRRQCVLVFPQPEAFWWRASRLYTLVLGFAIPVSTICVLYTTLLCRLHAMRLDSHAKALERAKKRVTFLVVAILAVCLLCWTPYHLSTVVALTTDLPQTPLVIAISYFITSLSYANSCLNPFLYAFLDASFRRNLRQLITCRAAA
IDE cell inh – cellular human IDE inhibition; P14735; HEK cells, FAbetaB cleavage, fluorescence polarization; inhibition, % at 5.59 µM; 320,000 tested, 0.41% active; AID 434962;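 active = percent inhibition above the average of all tested compounds plus 3 SD, set per screening campaign, cut at about 16% in these data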;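 also: IDE supplied by intact live HEK cells; FP after avidin binding of uncleaved biotin substrate so inhibition keeps polarization high; 0% = DMSO wells and 100% = 60 µM reference IDE inhibitor Ii1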
p-CIP stab down – p/CIP protein destabilization. F442A p/CIP-EGFP cells, EGFP fluorescence, 16 h. decrease of EGFP signal, % at 10 µM. 290,000 tested, 0.01% active. AID 1984;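 active = EGFP signal decrease of at least 30% at 10 µM or well 3 SD below plate mean, unless failing retest; inactive = the rest, including hits failing retest or dose response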; also: some compounds called inactive have numbers as strong as hits; many of its hits are not listed in these tables
NALP1 yeast inh – inhibitors of NALP1 inflammasome in yeast. S. cerevisiae NALP1/ASC/caspase-1 growth, X-gal OD620, 72 h. inhibition, % at 10 µM. 280,000 tested, 0.61% active. AID 2071; in the data active = inhibition mostly above about 24%, no sharp cut-off; inactive = mostly below about 32%; also: some compounds called inactive have numbers as strong as hits
VIM-2 inhibitor – inhibitors of Pseudomonas aeruginosa VIM-2 metallo-beta-lactamase; purified VIM-2, nitrocefin hydrolysis, epi-absorbance fluorescence; inhibition, % at 5.6 µM; 290,000 tested, 0.89% active; AID 1527;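 active = inhibition above the mean of all tested compounds plus 3 SD, cutoff set per screening run, cut at about 7.5% in these data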;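 also: red hydrolysis product quenches plate fluorescence so inhibitors raise well fluorescence; 0% = enzyme with DMSO and 100% = DMSO without enzyme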
PHOSPHO1 inh – blocks human PHOSPHO1 phosphatase activity | Q8TCT1 | recombinant PHOSPHO1, absorbance phosphatase assay | inhibition, % at 13.3 µM | 290,000 tested, 1.1% active | AID 1565; in the data active = inhibition above about 60%
Target sequence (Q8TCT1 whole entry, looked up): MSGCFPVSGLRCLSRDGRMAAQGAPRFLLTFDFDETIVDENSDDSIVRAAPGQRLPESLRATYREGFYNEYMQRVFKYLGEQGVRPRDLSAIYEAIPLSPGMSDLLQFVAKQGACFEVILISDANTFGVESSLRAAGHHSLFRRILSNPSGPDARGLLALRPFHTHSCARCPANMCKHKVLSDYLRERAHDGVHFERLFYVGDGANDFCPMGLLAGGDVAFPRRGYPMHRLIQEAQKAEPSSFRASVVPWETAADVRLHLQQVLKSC
PfM18AAP inh – blocks P. falciparum M18 aspartyl aminopeptidase; recombinant PfM18AAP, H-Glu-NHMec fluorogenic cleavage; inhibition, % at 7.35 µM; 290,000 tested, 1.2% active;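 active = inhibition above the campaign mean inhibition over all tested compounds plus 3 SD, cut at about 28% in these data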;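 also: 0% = plate median of test compound wells and 100% = 2 mM ZnCl2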
An asterisk follows results filed as active; nt = no result given.

SMILES	IDE cell activ	IMP-1 inhibitor	GPR7 antagonist	IDE cell inh	p-CIP stab down	NALP1 yeast inh	VIM-2 inhibitor	PHOSPHO1 inh	PfM18AAP inh
COc1ccc(OC)c(S(=O)(=O)N2CCc3ccccc32)c1	-4	-5.6	-10	2	-7	19	1.6	-31	-1
Cc1nc(NS(=O)(=O)c2ccccc2)sc1C(=O)NN	nt	-3.8	0	1	-8	3	-5.4	-1	-11
COc1ccc(C(=O)NCCCNC(=O)c2ccc(C)nc2)cc1	0	-1.4	-11	-1	-6	17	0.1	24	0
COc1ccc2c(CC(=O)Nc3nccs3)coc2c1	3	0.2	12	1	4	2	-4.1	40	-1
CC(=O)Nc1ccc2c(c1)nc(CCN1CCC(C)CC1)n2C	7	0.6	3	1	0	-13	-1.4	-12	2
Cc1ccc(CSCC(=O)Nc2ccccc2C(=O)O)cc1	-2	-0.5	-15	2	-15	13	-0.7	18	-13
Cn1c(=O)c2[nH]c(-c3ccccc3Cl)c(O)c2n(C)c1=O	-2	0.0	-1	-2	-11	21	3.4	5	44*
N#CCc1ccc(NS(=O)(=O)c2ccc(C3CCCCC3)cc2)cc1	1	-0.9	-4	0	-10	7	0.2	4	3
c1ccc2[nH]c(CN3CCN(c4ncnc5c4oc4ccccc45)CC3)nc2c1	-9	-0.3	-7	5	7	-1	15*	6	-4
NC(=O)C1CC(=O)N(c2ccc(OCc3ccc(Cl)cc3)cc2)C1 (stereo unspecified)	-2	-2.0	-3	-3	-3	4	-2.7	24	-2
COc1ccc(CCNC(=O)Cc2ccc(NC3=NC4CS(=O)(=O)CC4S3)cc2)c(OC)c1 (stereo unspecified)	-20	-3.1	1	11	6	9	-2.2	33	-4
C=C1CCC[C@]2(C)C[C@H]3OC(=O)C(CN[C@@H](C)c4ccccc4)[C@H]3CC12 (stereo partly specified)	4	-1.9	4	nt	-4	17	-0.3	25	-4
O=C(N/N=C/c1cc2c(cc1Br)OCO2)c1c[nH]c2ccccc12	2	-2.0	-1	6	-3	-13	-3.6	7	-18
CCCN(CCC)CC(O)CN1C(=O)NC(C)(C)C1=O (stereo unspecified)	6	-2.1	1	-2	-10	-5	-2.4	34	1
COc1ccc(N2CCN(C(=O)COCc3cc(-c4ccc5c(c4)OCO5)on3)CC2)cc1	4	-1.9	-3	-2	6	20	-1.0	-47	2
COC(=O)CNC(=O)c1ccc2c(c1)S(=O)(=O)c1ccccc1C2=O	2	-2.6	5	0	-1	26	0.1	10	-5
CCOC(=O)c1c2n(c3ccc(O)cc13)CCC2	-1	-0.2	-2	-3	5	3	-1.5	-1	7
COc1ccc(O)c(/C=N/n2c(-c3ccco3)csc2=Nc2cccnc2)c1	3	-4.5	-8	4	2	3	-4.3	-12	-1
CCn1c2ccccc2c2cc(NC(=O)COC(=O)c3cccc(S(=O)(=O)NC)c3)ccc21	-4	-2.5	-5	5	0	27	-0.8	-21	3
Cc1cccc(NC(=O)CSc2nnc(-c3cc(C)n(-c4ccccc4)c3C)o2)c1C	0	-2.7	-6	5	23	-7	0.0	-3	-8
N#CCSc1nc(-c2ccccc2)nc2ccc(F)cc12	5	-3.7	-17	nt	-2	15	0.0	25	-1
CCc1ccc(-c2cc(C(=O)N/N=C/c3c[nH]c4ccccc34)[nH]n2)cc1	2	-4.1	-7	-2	18	12	-2.1	28	3
CC(C)(C)Nc1nc(NC(C)(C)C)nc(-n2ccnc2)n1	-2	-1.5	-3	-4	0	-10	-3.2	24	2
N#C/C(=C(/O)CN1CCCC1)c1nc(-c2ccccc2)cs1	0	-1.5	-16	8	-2	-4	-0.8	2	-2
Cc1nnc(-c2cnn(C)c2N)n1Cc1ccc(Cl)cc1	1	-1.8	0	8	6	-4	-4.8	13	15

Other structures
SMILES	IDE cell activ	IMP-1 inhibitor	GPR7 antagonist	IDE cell inh	p-CIP stab down	NALP1 yeast inh	VIM-2 inhibitor	PHOSPHO1 inh	PfM18AAP inh
COC(=O)CCC(=O)OC1(C)C(=O)C2=CN(CCCOC(C)C)C(c3ccc(OC)cc3)=CC2=C(Br)C1=O (stereo unspecified)	-4	nt	nt	1	-8	3	nt	31	nt
Cc1ccc(NC(=O)CN(C)C(=O)Cn2cc(C(F)(F)F)cc(Cl)c2=O)cc1	2	-3.7	-7	7	-4	nt	-1.7	-9	6
CCCCn1c(N)c(N(CC(C)C)C(=O)c2oc3ccc(OCC)cc3c2C)c(=O)[nH]c1=O	0	-6.3	-14	11	-5	36*	-3.0	18	-7
COc1ccc(OC)c(NC(=O)CC2(CC(=O)O)CCCC2)c1	-8	-3.8	8	1	-5	10	-3.6	8	-3
O=C(C(=O)N1CCCCC1)c1cn(CC(=O)N2CCCCCC2)c2ccccc12	4	-2.5	-13	-1	-12	12	-4.8	41	6
CCN(CCO)C(=O)CC1C(=O)NCCN1Cc1c(F)cccc1Cl (stereo unspecified)	6	-1.6	-1	2	10	13	-1.3	1	-1
C=CCNC(=O)c1c(Cl)cccc1Cl	3	-0.2	-3	-1	-7	0	-2.0	-1	-2
Cc1cc(OCC(=O)NC2CC(C)(C)NC(C)(C)C2)c2c(C)cc(=O)oc2c1	8	-1.5	-2	0	-11	-2	6.0	36	1
COc1c(C)cc(C(=O)C2CCCN(C(=O)c3csc(C)n3)C2)cc1C (stereo unspecified)	-3	-2.2	-19	2	-6	8	-0.9	-4	3
COC(=O)CC1C(=O)NCCN1C(=O)c1ccc2oc(C(C)C)nc2c1 (stereo unspecified)	1	-2.8	-6	2	-8	18	-2.3	40	-4
Cn1c(CC(=O)Nc2cccc(Cl)c2Cl)nnc1SCC(=O)NC1=NCCS1	1	-4.0	7	-3	-5	20	-1.8	27	-3
CC1CCC(NC(=O)Cn2c3c(c(-c4ccccc4Cl)cc2=O)CCC3)CC1 (stereo unspecified)	-8	-1.4	-13	5	2	33	-2.4	22	1
CCOC(=O)CC(Nc1nc(N2CCOCC2)nc(N2CCOCC2)n1)c1ccccc1Cl (stereo unspecified)	4	-3.6	10	3	-2	2	-4.5	19	3
CCCOc1ccc(/C=C/C(=O)NC2CCCCC2)cc1OC	0	-2.8	0	3	-4	16	-3.5	25	6
CC(C)COc1ccc(C(=O)Nc2ccc([N+](=O)[O-])cc2)cc1	3	-1.3	-9	-3	-3	6	-0.3	22	-2
Cc1cc(C)cc(C(=O)N(c2ccccn2)C(C)c2ccco2)c1 (stereo unspecified)	5	0.1	-9	0	5	6	-2.0	11	9
O=C(Nc1cccc2ncccc12)c1ccc(OCc2ccccc2)cc1	-7	-2.8	-12	-3	-8	-8	-2.9	48	1
CC1CN(CC(=O)Nc2nc3ccccc3s2)CC(C)O1 (stereo unspecified)	3	-2.0	-4	5	2	-5	-4.5	-200	-2
CC(CCc1ccco1)NC(=O)Nc1cccc(F)c1 (stereo unspecified)	-5	0.0	8	-1	3	-3	-0.4	1	-1
O=C(O)c1cn(Cc2ccccc2Cl)c2ccc(S(=O)(=O)N3CCOCC3)cc2c1=O	2	-3.2	-8	12	-11	2	7.4	32	3
COC(=O)COc1ccc(Cl)cc1C1Nc2ccccc2C(=O)N1c1ccc(OC)cc1 (stereo unspecified)	1	0.0	8	1	0	3	0.0	38	-5
CCN(CC)S(=O)(=O)c1ccc(C(=O)NC(=S)N(CCO)Cc2ccccc2)cc1	5	-3.4	-8	-1	2	-5	-2.3	-1	-1
CCc1ccccc1NC(=O)c1ccc(Cn2cc([N+](=O)[O-])cn2)cc1	-1	-0.3	12	1	-5	32	-1.0	-1	-9
CCCCNc1nc2c(c(=O)n(C)c(=O)n2C)n1CCC	6	nt	nt	0	-11	-2	nt	-1	nt
COc1ccc(C(=O)N2CCOC2CNC(=O)C(=O)NCc2ccc3c(c2)OCO3)cc1 (stereo unspecified)	5	0.3	0	-1	-6	-22	0.7	26	5

Whole records, looked up by structure. Screens in order: IDE cell activ	IMP-1 inhibitor	GPR7 antagonist	IDE cell inh	p-CIP stab down	NALP1 yeast inh	VIM-2 inhibitor	PHOSPHO1 inh	PfM18AAP inh
Profile of CCOC(=O)c1c2n(c3ccc(O)cc13)CCC2 : -1	-0.2	-2	-3	5	3	-1.5	-1	7
Profile of CC1CN(CC(=O)Nc2nc3ccccc3s2)CC(C)O1 (stereo unspecified) : 3	-2.0	-4	5	2	-5	-4.5	-200	-2

Remaining list, next part.
SMILES	IDE cell activ	IMP-1 inhibitor	GPR7 antagonist	IDE cell inh	p-CIP stab down	NALP1 yeast inh	VIM-2 inhibitor	PHOSPHO1 inh	PfM18AAP inh
NNc1nc2ccc(F)cc2s1	2	-4.4	-9	-4	4	41	-2.1	6	37*
C#C[C@]1(O)CC[C@H]2[C@@H]3CCc4cc(O)ccc4[C@H]3CC[C@@]21C	7	-2.1	-8	0	-8	49*	-2.4	-6	2
Cc1cccc(C(=O)NC2CCN(C(=S)NCc3ccco3)CC2)c1	4	-0.9	11	0	7	-1	-0.8	-22	-2
Cc1nn(CC#N)c(=O)n1-c1ccccc1	7	-3.1	-2	1	-7	-10	-3.3	-1	4
CCOC(=O)c1c(N)sc2c1CCCC2	6	0.8	-11	-1	-7	26	-0.9	49	10
O=C(Nc1ccc(N2CCOCC2)cc1)c1cc(-c2ccncc2)nc2ccccc12	-3	-0.4	-15	2	7	7	-0.8	-13	5
CCc1nc2nc(C)c(NS(=O)(=O)c3ccc(C4CCCCC4)cc3)c(=O)n2[nH]1	6	-0.8	-7	2	-9	-24	-1.6	0	4
CCCC(=Nc1ccccc1)C1=C(O)C(C(=O)OC)C(C)(C)CC1=O (stereo unspecified)	0	-1.7	-8	-1	-6	10	-2.4	29	-5
Oc1ccc(/C=N/NC(=S)Nc2cccnc2)cc1	3	-3.6	-17	1	-10	nt	-5.0	10	31*
COC(=O)c1ccccc1NC(=O)NCCc1ccccc1OC	1	-2.6	-17	0	-9	4	-1.2	-13	-9
CC(=O)N1Cc2ccccc2CC1C(=O)N1CCN(c2ccccc2)CC1 (stereo unspecified)	0	-0.4	16	-1	-1	-5	2.1	-1	1
CN1CCN(CC#CCn2c3ccccc3c3ccccc32)CC1	4	-1.3	17	1	0	12	3.9	-12	-5
Cc1cc(C)c2[nH]c(=O)c(CN(Cc3cccs3)C(=S)NCc3ccco3)cc2c1	6	-1.3	1	1	-2	12	0.4	-24	0
O=C(NCc1ccco1)[C@@H]1CCCN1C(=O)c1cccs1	-3	0.0	-4	0	13	-12	-0.2	6	-1
Cc1cc(-c2nn(C)c(=O)c3ccccc23)cc(C)c1O	2	-1.1	-7	0	-5	nt	9.2*	18	-3
C=CCn1c(SCC(=O)NC2CCCCC2)nnc1C1CCCCC1	4	-3.2	8	1	-14	4	-0.2	25	8
NC(=S)N/N=C/c1ccc2c(c1)OCCO2	4	-5.3	-2	5	6	-24	-4.7	-92	-4
COc1ccc(OC)c(NC(=O)CSc2nnnn2C)c1	0	-2.8	-10	0	-7	4	-1.2	-10	-7
COc1ccc(C(NC(=O)c2ccco2)c2ccc(OC)c(OC)c2)cc1 (stereo unspecified)	6	-2.4	-14	9	-9	21	-0.1	35	5
O=C(O)c1cc(S(=O)(=O)N2CCCCCC2)c(Cl)cc1Cl	0	-6.5	-11	-5	-15	7	-2.2	-14	10
Fc1ccc(C2=CC(c3ccco3)n3nnnc3N2)cc1 (stereo unspecified)	nt	-1.7	1	-2	1	14	-0.6	-1	18
COc1ccc(OC)c(-c2cc(C3CCN(c4ncccc4[N+](=O)[O-])CC3)[nH]n2)c1	-4	-3.3	-14	7	-39	16	0.2	-37	2
